HEK293 NOD2/NF-kB: NOD2 signaling inhibitors, cell-based, luminescence, uHTS, HEK293 (AID 1566); HEK293 NOD2/NF-kB luciferase reporter, luminescence; higher % means a stronger effect; one-dose inhibition, % at 4 µM; EC50 in µM for titrated hits; 290,000 tested, 0.63% active; further: many of its hits are not listed in these tables
HIV peptide binding: inhibitors of HIV fusion peptide binding, primary screen, biochemical, uHTS, fluorescence dequenching (AID 1986); cell-free peptide binding, fluorescence dequenching, 30 min; higher % means a stronger effect; inhibition, % at 20 µM, or IC50 in µM where a hit was titrated; 290,000 tested, 0.3% active; in the data active means inhibition mostly above about 52%, no sharp cut-off; inactive means mostly below about 76%; further: some results filed as inactive read as strong as hits
NOD1 inhibition: NOD1 signaling inhibitors, primary screen, cell-based, luminescence, uHTS (AID 1578); NOD1-driven NF-kB luciferase reporter cells, luminescence; higher % means a stronger effect; inhibition, % at 4 µM; hits with a dose series show EC50 in µM; 290,000 tested, 1% active; in the data active means inhibition mostly above about 36%, no sharp cut-off; inactive means mostly below about 34%;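 further: HEK-293T reporter cells stimulated with the NOD1 agonist gamma-tri-DAP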
PhoP inhibition: inhibitors of PhoP regulon expression, primary screen, Salmonella Typhimurium, GFP reporter (AID 1863); inhibition, % at 50 µM, or IC50 in µM where a hit was titrated; 300,000 tested, 0.16% active; S. Typhimurium PhoP-regulated promoter GFP reporter, 4 h; higher % means a stronger effect;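 active means inhibition over 29.93%, a cutoff 3 SD above the screen mean, later confirmed by dose response; inconclusive means inhibition over 29.93% but no dose response follow-up; inactive means inhibition at most 29.93% or unconfirmed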;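 further: 0% = low Mg2+ inducing control and 100% = high Mg2+ repressing control; strong numbers were not always called active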
LYP inhibition: inhibitors of LYP phosphatase, biochemical, fluorescence intensity, uHTS (AID 1779). Tyrosine-protein phosphatase non-receptor type 22 (Homo sapiens). recombinant LYP phosphatase, fluorescence intensity; higher % means a stronger effect. one-dose inhibition, % at 11.5 µM; IC50 in µM for titrated hits. 290,000 tested, 0.054% active;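 further: plate controls were vehicle with enzyme for no effect and no enzyme for full effect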
SIAH1 antagonists: Siah-1 peptide-binding antagonists, primary screen, biochemical, fluorescence polarization, rhodamine-plectin, uHTS (AID 1817). E3 ubiquitin-protein ligase SIAH1 (Homo sapiens). Siah-1 / rhodamine-plectin peptide fluorescence polarization; higher % means a stronger effect. displacement, % at 20 µM; hits with a dose series show IC50 in µM. 290,000 tested, 0.02% active;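 active means displacement of at least 50% at 20 µM, with a fluorescence ratio check between 0.3 and a set limit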;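 further: plate controls were Siah plus tracer with DMSO for no effect and tracer alone without Siah for full effect; strong numbers were not always called active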
Myeloid diff 2: induction of myeloid progenitor differentiation, primary screen, cell-based, flow cytometry, MLPCN library; ER-HoxA9 myeloid progenitors, lysozyme-GFP differentiation; calls only at 10 µM; 360,000 tested, 1% active;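 active means normalized GFP-positive differentiation at or above the plate's own cutoff, the solvent-only control mean plus 3 SD; inconclusive means no clear call, values can overlap the other calls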;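 further: cells exposed to compound for four days before flow analysis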
KOR beta-arrestin-1: KOR antagonists, beta-arrestin recruitment, cell-based, luminescence, uHTS (AID 1778). Kappa-type opioid receptor (Homo sapiens). 290,000 tested, 0.091% active. one-dose inhibition, % at 10 µM; IC50 in µM for titrated hits. KOR beta-arrestin recruitment, luminescence, antagonist mode; higher % means a stronger effect; further: strong numbers were not always called active
KOR beta-arrestin-2: KOR agonists, beta-arrestin recruitment, primary screen, cell-based, luminescence, uHTS (AID 1777) | KOR beta-arrestin recruitment, luminescence; higher % means a stronger effect | Kappa-type opioid receptor (Homo sapiens) | activation, % at 10 µM; hits with a dose series show EC50 in µM | 280,000 tested, 0.02% active; in the data active means activation above about 50%, passing the limit was not always enough; further: a part of the inactive calls stands beside numbers as strong as those of hits
Myeloid diff 2 GFP+ MAC1+ %: also measured in Myeloid diff 2; calls as there; GFP+ MAC1+ double positive, %; measured here: differentiation confirmed by MAC1 staining
Numbers without * were called inactive; i = inactive; ? = inconclusive; · = not tested or not shown; [ ] = dose if it differs, or a comment. Unless noted, no stated cut-off is given here; in the data, active means inhibition above about 50%; inactive means the rest. An excerpt. The share of hits here may be higher or lower than overall.

SMILES	HEK293 NOD2/NF-kB	HIV peptide binding	NOD1 inhibition	PhoP inhibition	LYP inhibition	SIAH1 antagonists	Myeloid diff 2	Myeloid diff 2 GFP+ MAC1+ %	KOR beta-arrestin-1	KOR beta-arrestin-2
Nc1ccn(Cc2cccc(F)c2)n1	2%	-1.6%	-25%	-1%	-7%	-4%	i	0.6	1%[20 µM]	·
O=[N+]([O-])c1ccc2oc(-c3ccccc3)nc2c1	-42%	-1.6%	-77%	11%	6%	12%	i	0.3	0%	0.6%
COCCC(=O)N1CCC(Oc2ccc(C(=O)N3C[C@@H](C)O[C@@H](C)C3)cc2)CC1	2%	0.0%	-24%	·	-11%	8%	i	0.0	-14%	0.8%
O=c1[nH]c2cc3c(cc2cc1C(c1nnnn1Cc1ccccc1)N1CCCc2ccccc21)OCO3 (stereo not drawn)	8%	22%	-22%	16%	1%	4%	·	·	6%	-1.4%
CCn1cc(Cl)c(C(=O)Nc2ccc3c(c2)OCCO3)n1	-46%	-1.3%	-46%	0%	3%	-2%	i	0.5	3%	2.3%
CC(C)c1ccccc1NC(=O)COC(=O)Cc1ccsc1	10%	-1.6%	-4%	-6%	-6%	3%	i	1.0	10%	-4.2%
O=C1CC(NCc2ccc(F)cc2)C(=O)N1c1ccccc1 (stereo not drawn)	1%	-0.4%	-19%	-4%	-8%	4%	i	0.5	4%[20 µM]	-1.5%
Cc1cc(=O)oc2c(CN3CCCC3)c(O)c(Cl)cc12	4%	4.9%	-9%	1%	-67%	3%	i	0.6	18%	-2.9%
c1ccc2[nH]c(SCc3cn4cccnc4n3)nc2c1	5%	2.1%	-29%	4%	-3%	3%	i	0.4	11%	-3.8%
CCOC(=O)N1CCN(S(=O)(=O)c2ccc(F)cc2)CC1	12%	3.3%	-15%	-8%	-2%	0%	i	4.6	14%	2.6%
COC(=O)c1ccc(Sc2ccc(Cl)cc2)c(N)c1	13%	2.1%	21%	-17%	-8%	4%	i	4.1	-4%	-1.8%
Cc1cc(C)nc(N/N=C/c2cccc3ccccc23)n1	-29%	-0.1%	-36%	-12%	3%	1%	i	0.4	14%	3.4%
COc1ccc(/C=N/NC(=O)c2cc(-c3ccc4c(c3)OCO4)n[nH]2)cc1OC	10%	-1.2%	11%	-14%	-7%	-4%	i	1.0	-42%	4.9%
CC(C)CC(=O)Nc1ccc(Oc2ccc(NC(=O)CC(C)C)cc2)cc1	9%	-3.0%	-16%	-3%	-6%	-3%	i	1.2	48%	5.4%
O=C(NC1(C(F)(F)F)C(=O)Nc2c1c(=O)[nH]c(=O)n2-c1ccccc1)c1cccnc1 (stereo not drawn)	6%	-1.5%	5%	-17%	-6%	2%	i	1.3	4%	-1.3%
O=C(COc1ccccc1)Nc1nnc(C23CC4CC(CC(C4)C2)C3)s1	-2%	1.8%	-14%	-6%	-4%	4%	i	2.2	-30%	2.2%
Cc1cc(Nc2c(C)n(C)n(-c3ccccc3)c2=O)n2c(nc3cc(F)c(F)cc32)c1C#N	5%	-1.6%	-5%	-5%	-3%	3%	·	·	10%	0.1%
C=CCNC(=S)NNC(=O)CCC(O)CCCCC (stereo not drawn)	-2%	-1.2%	-24%	17%	-5%	-6%	i	0.6	-23%	-0.9%
CC(=O)OCCCn1c(C)[n+](C)c2cc(Cl)c(Cl)cc21	0%	-0.2%	-36%	4%	-8%	-2%	i	0.3	4%	8.3%
O=C(NC1CCCCC1)C1CCN(S(=O)(=O)N2CCOCC2)CC1	-1%	-0.3%	·	-2%	-5%	-1%	i	5.2	-14%	1.7%
CCCCN1c2ccccc2N(CCCO)c2cc(C)nnc21	-14%	-0.7%	-24%	-5%	-7%	-1%	i	0.2	-1%	-0.1%
CCNS(=O)(=O)c1ccc(CCC(=O)N2CCOCC2)cc1	17%	-0.6%	-27%	2%	-6%	7%	i	0.3	17%[20 µM]	2.3%
Cc1ccccc1Cn1c(Cc2ccccc2)nc2ccccc21	-35%	-2.6%	-3%	-6%	7%	-5%	i	1.0	-15%	2.2%
CCOc1ccc(S(=O)(=O)N2CCC(C(=O)NC3CCCCC3)CC2)cc1	-5%	-0.3%	-26%	2%	-8%	4%	?	·	-1%	-1.9%
CC(C)=CCN1CCN(CCC2=C(C)CCCC2(C)C)CC1CCO (stereo not drawn)	-2%	-0.7%	-24%	1%	-8%	2%	i	0.3	-2%	-7.8%

Some of the entries so far, with bars between the fields.
SMILES | HEK293 NOD2/NF-kB | HIV peptide binding | NOD1 inhibition | PhoP inhibition | LYP inhibition | SIAH1 antagonists | Myeloid diff 2 | Myeloid diff 2 GFP+ MAC1+ % | KOR beta-arrestin-1 | KOR beta-arrestin-2
Cc1cc(Nc2c(C)n(C)n(-c3ccccc3)c2=O)n2c(nc3cc(F)c(F)cc32)c1C#N | 5% | -1.6% | -5% | -5% | -3% | 3% | · | · | 10% | 0.1%
C=CCNC(=S)NNC(=O)CCC(O)CCCCC (stereo not drawn) | -2% | -1.2% | -24% | 17% | -5% | -6% | i | 0.6 | -23% | -0.9%

Next part:
SMILES	HEK293 NOD2/NF-kB	HIV peptide binding	NOD1 inhibition	PhoP inhibition	LYP inhibition	SIAH1 antagonists	Myeloid diff 2	Myeloid diff 2 GFP+ MAC1+ %	KOR beta-arrestin-1	KOR beta-arrestin-2
CCOC(=O)CSc1c(-c2ccccc2)c2cc(Cl)ccc2[nH]c1=O	7%	1.3%	-12%	0%	7%	9%	i	0.3	8%	3.9%
Cc1ccc(OCC(=O)OC2CCS(=O)(=O)C2)cc1 (stereo not drawn)	10%	2.8%	10%	-4%	-8%	0%	i	1.4	12%	16%
COC(=O)c1ccc(CSc2nnnn2-c2ccccc2)o1	3%	-0.1%	-16%	35%	0%	-2%	i	0.6	5%	-0.4%
CN(C(=O)COC(=O)c1ccc(=O)n(Cc2ccccc2)n1)c1ccccc1	-4%	0.9%	-32%	2%	2%	-1%	i	0.7	29%	1.1%
CCc1ccc(Nc2n[n+](C)c(-c3ccncc3)s2)cc1	-7%	-1.0%	-35%	-2%	-2%	11%	i	1.2	-28%[20 µM]	4.5%
CC(=O)Nc1ccc(CN2CCN(C3CCCC3)C(CCO)C2)cc1 (stereo not drawn)	0%	-1.0%	-29%	-2%	0%	-5%	i	0.1	-4%	-3.1%
O=S(=O)(NCc1csc(-c2cccnc2)n1)c1ccc(Cl)s1	15%	3.5%	3%	0%	-6%	0%	i	1.2	-21%	-1.5%
COc1cc(C(=O)Nc2ccc(Oc3ncnc4sc(-c5ccccc5)cc34)cc2)cc(OC)c1OC	-1%	-1.0%	-22%	-10%	-5%	4%	i	0.1	-50%	9.3%
CC(=O)c1ccccc1OCCCN1CCCCC1	-5%	-1.6%	0%	12%	-9%	-1%	i	0.2	12%	-4.5%
CN(C)/C=C(\c1cnc(Cl)s1)S(=O)(=O)c1ccccc1	-1%	4.0%	-14%	-13%	-3%	0%	i	0.3	-6%[20 µM]	-8.2%
Cc1cc(OCC(=O)c2ccc(F)cc2)ccc1N1C(=O)CCC1=O	6%	-0.8%	-11%	16%	-8%	5%	i	0.2	33%	-3.6%
CCOc1ccc2nc(NC(=O)CN3CCOCC3)sc2c1	-9%	1.4%	-26%	-5%	-2%	14%	i	0.4	-7%	-0.5%
C/C(=N\NC(=O)C12CCC(C)(C(=O)O1)C2(C)C)c1ccccc1O (stereo not drawn)	20%	-0.3%	1%	-5%	-2%	6%	i	0.6	3%	7.4%
O=[N+]([O-])c1cc(S(=O)(=O)/N=C(/c2ccccc2)N2CCOCC2)ccc1Cl	3%	-2.1%	0%	-1%	-3%	-4%	i	0.5	13%	-2.5%
CCn1c(=O)n(CC)c2cc(S(N)(=O)=O)ccc21	8%	-2.6%	-11%	5%	-14%	2%	i	1.7	-11%	-6.4%
O=C(NCc1ccc2c(c1)OCO2)C(=S)N1CCOCC1	5%	-1.4%	-10%	-2%	-5%	-5%	i	0.4	-4%	-2.4%
CCOC(=O)C1CCN(C(=O)CCNC(=O)Cn2ccc3ccccc3c2=O)CC1	7%	5.7%	-7%	-5%	-5%	4%	i	0.8	-32%	0.4%
COc1ccc(S(=O)(=O)NCCC(=O)NC(C)c2ccccc2)cc1 (stereo not drawn)	0%	0.5%	·	1%	-7%	1%	i	9.6	-16%	-0.6%
O=C(O)c1ccc(F)c(S(=O)(=O)Nc2ccccc2)c1	16%	-0.1%	24%	8%	-7%	-1%	i	2.2	-5%	-1.7%
Cc1ccccc1OCC(=O)Nc1ccccc1C(=O)N1CCCCC1	8%	-1.6%	-32%	-5%	-2%	2%	i	0.8	14%	-2.1%
Cc1ccc(OCCCCN2CCC(C)CC2)cc1	-5%	-0.8%	4%	8%	-13%	-6%	i	0.4	-3%	-2.0%
CCOC(=O)N1CCN(C(=O)Nc2ccc3nc(C)sc3c2)CC1	5%	-1.3%	-13%	-3%	-2%	0%	i	2.2	-20%	4.0%
C[C@H](NC(=O)[C@@H]1Cc2ccccc2CN1)C(=O)NC1CCCC1	5%	-0.6%	-25%	-10%	-12%	2%	?	·	-2%	-4.7%
COc1nc(N)c(S(=O)(=O)c2ccccc2)cc1C#N	7%	2.5%	-20%	-4%	-5%	-3%	i	8.1	22%	1.0%
Cn1c(=O)c2c(nc(Cl)n2Cc2ccncc2)n(C)c1=O	11%	-0.4%	25%	-13%	-7%	-5%	i	2.1	-2%	0.5%
SMILES	HEK293 NOD2/NF-kB	HIV peptide binding	NOD1 inhibition	PhoP inhibition	LYP inhibition	SIAH1 antagonists	Myeloid diff 2	Myeloid diff 2 GFP+ MAC1+ %	KOR beta-arrestin-1	KOR beta-arrestin-2
O=C(Cn1cnc2ccccc21)OCC(=O)N1CCCc2ccccc21	4%	1.2%	-21%	-3%	-3%	0%	i	1.1	-28%	0.0%
COc1ccc(-c2nnc(SC(C)C#N)o2)cc1 (stereo not drawn)	-15%	-1.6%	-39%	6%	-1%	4%	i	0.6	-1%	-1.6%
COc1ccc(C(=O)CC(Nc2ccc([N+](=O)[O-])cc2)c2ccc(OC)cc2)cc1 (stereo not drawn)	-6%	-4.3%	8%	-10%	7%	2%	i	0.4	2%	-4.0%
CC(C)NC(=O)N1CCOCCOCCN(C(=O)NC(C)C)CCOCCOCC1	4%	0.2%	-23%	-5%	-6%	-1%	i	0.6	4%	2.4%
O=C(CCc1ccccc1)NNC(=O)Nc1ccc(Br)cc1	-12%	2.3%	-44%	-3%	2%	3%	·	·	-8%	6.7%
O=C(CCCn1c(=O)[nH]c2cc(Cl)ccc2c1=O)NCCC1=CCCCC1	14%	0.4%	-6%	21%	-2%	0%	i	1.0	-14%	1.0%
Cc1ccc(/C(N)=N/OC(=O)CCCc2ccccc2)cc1	7%	1.6%	29%	-10%	-10%	-8%	i	4.4	-10%	4.9%
COc1ccc(CCNC(=O)Cn2nnc(-c3ccc(N(C)C)cc3)n2)cc1OC	-6%	-2.5%	-20%	-5%	-6%	-2%	i	0.6	-39%	-0.5%
CCn1c(C)cc(C=C2C(=O)c3ccccc3C2=O)c1C	-188%	-1.0%	-41%	2%	-1%	1%	i	0.3	22%[20 µM]	-6.0%

Source: PubChem BioAssay
